# KCNH2 WT inh – KCNH2 (human, wildtype) channel inhibition; Q12809; U2OS, BacMam KCNH2, thallium flux FluxOr; stronger effect = lower value; activity change, % at 1.84 µM; actives 0.37% (n = 340,000); AID 720551;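 active = maximum activity change below -70%; inconclusive = maximum activity change between -70% and -50%; inactive = maximum activity change above -50%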; note: % is set by controls: 0 for no effect and ±100 for the full control effect
#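 U2OS cells were transduced with wild-type KCNH2 virus (2.03 x 10^8 / mL) for 4 h at room temperature, then cultured overnight at 37 C. Thallium flux was read with FluxOr dye. Rate constants were normalized to DMSO controls.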
# B2AR arrestin – agonists driving beta-arrestin recruitment to human beta2-adrenergic receptor; P07550; beta-arrestin recruitment to beta2AR, cell-based reporter; Potency, µM (series often up to 46.1 µM), for inactives: at the highest dose activation, most hits filed as activators; actives 0.02% (n = 330,000); AID 492947;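 note: potency is the fitted concentration of half-maximal effect; 0% = DMSO controls and full agonism = EC100 isoproterenol or metaproterenol; nearly all actives have a fitted effect of over 65% in size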
# TRPV1 agonist – activates the human vanilloid receptor TRPV1; TRPV1-expressing cells, Fluo-8 calcium influx, agonist mode; activation, % at 8.33 µM; actives 0.19% (n = 320,000); in the data active = activation above about 80%; inconclusive = between about 30% and that limit; note: 0% is about no effect
#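 Fluo-8 calcium influx in TRPV1-expressing cells, kinetic read (ex 480/em 520 nm). Compound added and read 3 min for agonist activity, followed by capsaicin at EC20 final and 2 min further read for enhancement.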
# Menin MLL FP TR – menin-MLL binding inhibition, Texas Red mutant peptide | O00255 | Menin + Texas Red MLL mutant peptide, fluorescence polarization | Potency, µM (titrated, usually from 61.6 µM), without a hit: at the highest dose FP activity change, negative = inhibition, hits mostly inhibitors | actives 0.23% (n = 270,000) | AID 1768; active = well fitted inhibition curve with a large enough effect in the polarisation, with a control signal flat, not every such curve was filed as active; inconclusive = small, poorly fitted or top-dose-only effect, or effect the other way, or a change in a side signal; inactive = no such curve, though single readings can be large or run the other way; the % refers to the polarisation; note: potency is the fitted concentration of half-maximal effect; % of control where 0% means no effect; many of its hits are not listed in these tables
# Giardia killer – kills Giardia lamblia. Giardia lamblia trophozoite viability. activity change, % at 7.66 µM, hits read low. actives 0.15% (n = 340,000); in the data active = activity change below about -80%; inconclusive = between about -30% and that limit;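 note: parasites exposed to compound for two days anaerobically before the ATP read; % is set by controls: 0 for no effect and ±100 for the full control effect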
#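 Trophozoite viability was measured as ATP-dependent luminescence, read 15-30 min after reagent addition. Before that, parasites at 100 cells/well were exposed to compounds for 48 h, anaerobically, at 37 deg C.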
# KCNH2 3.1 block – KCNH2 3.1 (human) potassium channel inhibition. U2OS KCNH2 3.1, thallium flux FluxOr; stronger effect = lower value. activity change, % (tested at about 1.8 µM). AID 720553. actives 0.95% (n = 340,000);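 active = maximum activity change below -70%; inconclusive = maximum activity change from -70% to -50%; inactive = maximum activity change above -50%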;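 note: thallium influx rate constant from kinetic fluorescence after stimulation buffer; % is set by controls: 0 for no effect and ±100 for the full control effect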
#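 Measured as rate of thallium-driven FluxOr signal in transduced U2OS cells carrying the 3.1 channel, read kinetically for 2 min upon stimulation; values are rate constants scaled to DMSO control wells.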
# FBPA coupling cs – inhibits coupling enzyme system, counter-screen for aldolase hits. coupling enzyme system counterscreen, AmpLite Red fluorescence. activity change, negative = inhibition, % at 58.2 µM, hits read low. actives 0.67% (n = 290,000); in the data active = activity change below about -30%; note: % is set by controls: 0 for no effect and ±100 for the full control effect
#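 Counterscreen of the coupled detection system alone, without aldolase: glyceraldehyde-3-phosphate coupling enzymes plus AmpLite Red readout. Compounds at 57.5 uM final, 10 min RT preincubation, 20 min RT reaction, fluorescence 525/598 nm.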
# CXXC DNA block – inhibitors of human MLL CXXC domain-DNA interaction. Q03164. MLL-CXXC / FITC-HOXA9 DNA fluorescence polarization. Potency, µM (doses to about 115 µM), for the others: at the top dose activity change, negative = inhibition, usual class: inhibitors. actives 0.037% (n = 290,000); active = well fitted inhibition curve with a large enough effect in the polarisation, with a control signal flat, not every such curve was filed as active; inconclusive = small, poorly fitted or top-dose-only effect, or effect the other way, or a change in a side signal; inactive = no such curve, though single readings can be large or run the other way; the % refers to the polarisation; note: potency is the fitted concentration of half-maximal effect
#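 Purified MLL-CXXC (added from a 7 uM solution) was preincubated 5 min at ambient with pinned compounds in 50 mM Tris-HCl pH 7.5, 50 mM NaCl, 1 mM DTT, 0.05% BSA. Fluorescein-labeled HOX-A9 DNA (50 nM solution) followed, 30 min, then polarization read.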
# USP2a block – USP2a (human) protease inhibition. O75604. USP2 core, Ub-CHOP2 coupled fluorogenic reporter, 485/531. Potency, µM (top dose mostly 38.3 µM), without a hit: at the highest dose activity change, negative = inhibition, most hits filed as inhibitors. actives 0.01% (n = 330,000). AID 463254;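 note: potency is the fitted concentration of half-maximal effect; plate controls were DMSO wells for no effect and full inhibition by NEM control for full effect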
#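 Cell-free coupled assay: 10nM USP2 core preincubated 30min RT with compound in Tris-HCl pH 8.0/CaCl2/CHAPS buffer, then 25nM Ub-CHOP2 and 25nM reporter substrate; fluorescence (Ex 485/Em 531) read after 60min RT, normalized to NEM inhibition, concentration-response curves fitted.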
# PKM2 act – PKM2 (human) enzyme activation; P14618; purified PKM2, Kinase-Glo ATP luminescence, activation; response scale: 0% is enzyme alone, no compound; Potency, µM (titrated, usually from 57.5 µM), for the others: top-dose activation, usual class: activators; actives 0.34% (n = 260,000); note: potency is the fitted concentration of half-maximal effect; % is set by controls: 0 for no effect and ±100 for the full control effect; nearly all actives have a fitted effect of over 55% in size
# Target sequence (P14618 whole entry, looked up): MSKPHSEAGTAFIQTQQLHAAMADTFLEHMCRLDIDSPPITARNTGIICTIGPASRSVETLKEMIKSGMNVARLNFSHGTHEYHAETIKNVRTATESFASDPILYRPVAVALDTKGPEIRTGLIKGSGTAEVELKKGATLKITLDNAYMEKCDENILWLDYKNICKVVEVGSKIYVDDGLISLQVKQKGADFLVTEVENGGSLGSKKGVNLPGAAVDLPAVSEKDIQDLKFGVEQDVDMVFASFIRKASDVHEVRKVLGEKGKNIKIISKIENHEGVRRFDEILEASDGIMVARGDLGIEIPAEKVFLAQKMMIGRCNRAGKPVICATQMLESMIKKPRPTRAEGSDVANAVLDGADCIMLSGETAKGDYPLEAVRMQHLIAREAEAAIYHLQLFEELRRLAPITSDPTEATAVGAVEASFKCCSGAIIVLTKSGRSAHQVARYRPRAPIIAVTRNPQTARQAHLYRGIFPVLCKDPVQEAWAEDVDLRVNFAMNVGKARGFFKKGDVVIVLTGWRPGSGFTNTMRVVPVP
#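 hPK-M2, >95% pure; 0.1 mM ADP / 0.5 mM PEP final; imidazole pH7.2 buffer w/ 7 mM MgCl2, 50 mM KCl; 1 h RT; Kinase-Glo lum. Intermediate enzyme activity for dual inhibitor/activator qHTS.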
# GALK inhibitor – blocks human galactokinase activity; P51570; Purified GALK, Kinase-Glo residual ATP luminescence; Potency, µM (top dose mostly 57.5 µM), inactives show at the highest dose activity change, negative = inhibition, most hits filed as inhibitors; actives 0.007% (n = 270,000); note: potency is the fitted concentration of half-maximal effect; % is set by controls: 0 for no effect and ±100 for the full control effect
# Target sequence (P51570 whole entry, looked up): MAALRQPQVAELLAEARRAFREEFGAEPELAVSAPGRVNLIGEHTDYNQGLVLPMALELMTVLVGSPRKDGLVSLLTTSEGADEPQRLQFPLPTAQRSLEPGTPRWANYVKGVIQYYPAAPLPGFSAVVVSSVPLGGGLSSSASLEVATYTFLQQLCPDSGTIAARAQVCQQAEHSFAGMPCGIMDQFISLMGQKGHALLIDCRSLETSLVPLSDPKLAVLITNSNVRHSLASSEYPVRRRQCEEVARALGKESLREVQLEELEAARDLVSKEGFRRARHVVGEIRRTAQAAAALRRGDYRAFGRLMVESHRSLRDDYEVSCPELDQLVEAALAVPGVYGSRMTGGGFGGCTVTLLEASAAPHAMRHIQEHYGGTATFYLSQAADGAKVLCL
#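 Quantitative HTS: GALK 5 nM, ATP 35 uM, galactose 100 uM, 1 h room temperature, then luciferase-based ATP detection.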
# An asterisk follows results filed as active; ? = inconclusive; . = not tested or not shown; & = joins results of further samples; [ ] = another dose, or the depositor's remark. Unless noted, calls come from the whole dose curve; as a rule, active = well fitted curve in the direction sought with a large enough effect; inconclusive = small, poorly fitted or top-dose-only effect, or another doubt; inactive = no such curve, though single readings can be large; an effect the other way counts as inactive or inconclusive. Only part of the results is shown. The share of hits here may be higher or lower than overall.
# Each structure is followed by: KCNH2 WT inh	B2AR arrestin	TRPV1 agonist	Menin MLL FP TR	Giardia killer	KCNH2 3.1 block	FBPA coupling cs	CXXC DNA block	USP2a block	PKM2 act	GALK inhibitor
C=CCNC(=S)Nc1ccc(OC)c(S(=O)(=O)N2CCOCC2)c1
    -0.3	-0.1%	-0.6	-20.9%	-5.4	7.0	-1.9	15.7%	-0.5%	2.3%	0.4%
O=C(NCCCn1ccnc1)/C(=C\c1cccnc1)NC(=O)c1ccccc1Br
    11.1	-0.2%	3.6	3.2%	5.5	4.1	-2.6	3.8%	0.4%	3.0%	3.4%
CNc1nc(C)c([N+](=O)[O-])c(Nc2ccc(OC)cc2)n1
    10.4	-0.7%	-0.4	7.7%	6.7	-11.2	0.8	21.5%	-4.7%	-9.1%	-1.6%
COc1ccc(N=c2oc3cc(O)ccc3cc2C(=O)NCC2CCCO2)c(OC)c1 (stereo not given)
    -3.8	-0.2%	-7.4	?	-2.2	-9.9	-2.3	-11.2%	5.8%	2.1%	-1.4%
O=C(CCN1C(=O)/C(=C/c2ccc(Cl)cc2)SC1=S)Nc1cccnc1
    4.4	-0.2%	14.3	9.4%	9.6	-1.5	-0.2	12.1%	0.1%	15.6%	3.1%
O=C(Nc1ccccc1)c1ccccc1OS(=O)(=O)c1ccccc1
    -7.0	-0.7%	2.4	12.2%	16.3	1.4	0.8	6.3%	-0.5%	-0.1%[11.5 µM]	-3.0%
O=C1CN(C(=O)c2ccc(Cl)nc2)c2ccccc2N1
    1.9	0.1%	0.7	7.6%	3.9	-1.8	-1.7	-1.1%	3.8%	-0.5%	0.6%
COc1ccc(/C=C2/SC(=O)N(CCNC(=O)CC(NC(C)=O)c3ccccc3)C2=O)cc1 (stereo not given)
    0.9	0.6%	-0.7	.	-21.0	-4.1	2.9	-2.4%	-1.5%	-0.6%	-2.1%
CC(C)CN(C(=O)c1ccc2c(c1)OCCO2)c1c(N)n(Cc2ccccc2)c(=O)[nH]c1=O
    -13.6	-0.1%	2.6	.	12.3	2.8	.	.	0.8%	.	.
CCC(O)C1CCN(Cc2cn(-c3ccc(OC)cc3)nc2-c2cccc(F)c2)CC1 (stereo not given)
    ?	-0.7%	1.8	-17.5%	-28.3	-90.7*	0.3	-20.1%	-6.6%	-2.2%	1.3%
CN1CCCC(OC(=O)c2ccc3c(c2)OCCO3)C1 (stereo not given)
    10.0	0.3%	1.5	?	10.0	6.0	-6.6	11.1%	-3.4%	-9.0%	0.0%
COc1ccc(OC2CCN(S(=O)(=O)c3ccccc3)CC2)cc1
    9.1	-0.3%	9.5	17.9%	12.9	-1.5	-2.8	0.1%	-2.2%	.	4.6%
COc1cc(NS(=O)(=O)c2ccc(NC(=O)c3ccc([N+](=O)[O-])cc3)cc2)ncn1
    -2.0	1.1%	-5.5	?	2.2	-3.5	3.1	-3.5%	-0.9%	0.0%	-4.5%
CCCCn1c(-c2csc(CCC)c2)n[nH]c1=S
    -9.7	10.7%	-4.0	?	-0.7	0.5	9.4	-6.4%	-0.6%	13.9%	-0.3%
Cc1cc2cc(C)c3nnc(SCC(=O)Nc4ccc(S(=O)(=O)N5CCCCC5C)cc4)n3c2cc1C (stereo not given)
    -5.0	0.1%	-5.7	-5.1%	8.8	-3.1	1.4	2.1%	3.7%	-19.9%	-0.7%
CC(C)CCn1c(=O)c2c(nc3n2CCCN3Cc2ccccc2)n(C)c1=O
    3.7	-0.3%	?	?	15.9	-4.0	-1.5	11.1%	-0.1%	.	.
Cc1nn(C)c(-c2n[nH]c(=S)n2-c2ccccc2)c1Cl
    -2.7	0.0%	3.2	19.1%	-24.2	-17.0	2.2	2.8%	-0.4%	-13.9%	4.1%
Cc1cc(C)n(-c2nnc(C)n2/N=C/c2ccccc2O)n1
    -25.6	0.4%	-1.2	.	-15.8	22.3	2.8	1.4%	-1.7%	-2.8%	-1.9%
CN(O)/C=N/C(=S)Nc1ccc(Cl)cc1Cl
    8.5	-0.1%	-3.2	17.1%	-2.3	-9.8	1.6	5.5%	6.6%	5.8%	-3.4%
FC(F)(F)c1nc2ccccc2n1CCNc1nc(CN2CCCCC2)cs1
    13.0	0.4%	2.4	-16.4%	-22.3	?	-2.4	14.7%	1.2%	-1.1%	.
CN1CCN(S(=O)(=O)c2cccc(C(=O)NCc3ccccc3Cl)c2)CC1
    1.5	0.3%	0.1	1.9%	26.9	-6.3	2.3	-0.1%	1.0%	4.7%	-1.3%
CCCOc1ccccc1N/C(=N/c1nc(C)cc(C)n1)NC(=O)Nc1ccc(Cl)cc1
    0.4	-0.4%	-2.4	?	-0.8	-26.1	-4.9	-13.6%	4.2%	-15.1%	2.7%
CCOC(=O)c1snc(-c2ccc(F)cc2)c1N
    -6.0	-0.7%	-3.7	-9.8%	-4.6	2.8	0.3	1.6%	9.1%	?	3.9%
CCOc1ccc(NC(=O)CSc2nc3[nH]ncc3c(=O)[nH]2)cc1
    -11.0	-0.1%	-0.8	.	8.8	9.3	.	.	2.7%	.	.
COc1cc(S(=O)(=O)N2CCN(Cc3cccs3)CC2)ccc1NC(C)=O
    6.5	-0.1%	1.1	.	-21.7	8.7	.	.	1.7%	.	.
COc1ccc(NC(=O)CN(C)C(=O)c2cccc(S(=O)(=O)N3CCCc4ccccc43)c2)cc1
    2.5	-0.5%	18.4	.	5.3	-21.2	.	.	-0.4%	.	.
Cc1cc(OCC(=O)NC(Cc2c[nH]c3ccc(O)cc23)C(=O)O)c2c(C)c(C)c(=O)oc2c1 (stereo not given)
    -4.8	-5.5%	2.5	-15.6%	-7.4	-8.5	1.7	-4.9%	2.7%	4.1%	.
O=S(=O)(c1cccc(-c2csc(-c3cccnc3)n2)c1)N1CCOCC1
    4.1	-2.1%	5.5	.	0.2	10.1	-0.9	39.9%[activator]	7.3%	6.6%	.
COc1ccccc1NC(=O)C(C)Sc1nnc2ccccn12 (stereo not given)
    -3.8	-0.1%	1.3	.	-23.4	30.1	.	.	0.3%	.	.
NS(=O)(=O)c1ccc(NC(=S)NC(=O)/C=C/c2cccs2)cc1
    -1.0	-0.2%	-1.1	-24.6%	5.3	-2.0	3.3	-2.0%	-0.2%	-3.4%	6.0%
COc1ccc(CCNC(C(=O)Nc2cc(C)cc(C)c2)c2ccccc2)cc1 (stereo not given)
    -2.5	-0.2%	3.6	.	7.8	-12.8	.	53.5%[activator]	-9.6%	3.2%	-8.3%
COc1ccc(C2=CC3=C(Br)C(=O)C(C)(O)C(=O)C3=CO2)cc1 (stereo not given)
    -0.7	-0.8%	-5.7	2.1%	2.6	10.7	-2.7&1.8	-2.6%	4.2%	0.2%	3.9%
S=c1nccc(-c2ccc3c(c2)CCO3)[nH]1
    3.0	-0.7%	-0.1	.	7.3	-6.8	-0.1	-5.6%	1.7%	3.0%	0.5%
CC(Sc1nnc(COc2ccc(Cl)cc2)n1Cc1ccco1)C(=O)N1CCNC1=O (stereo not given)
    4.2	-0.1%	2.8	.	1.4	-2.2	.	.	-0.7%	.	.
COc1nccnc1NS(=O)(=O)c1ccc(NC(=O)c2ccccc2Br)cc1
    3.9	-0.1%	0.0	1.3%	19.6	-6.8	-1.0	-5.4%	3.7%	.	4.2%
CS(=O)(=O)Cc1ccc(C(=O)NNC(=O)c2cc(-c3ccccc3)n[nH]2)cc1
    -5.5	-0.1%	.	.	-11.9	5.9	.	.	1.6%	.	.
CCOc1cccc2cc(C(=O)NCc3ccc(C)cc3)c(=N)oc12
    -5.7	0.4%	-5.4	?	7.4	-208.3*	-5.0	2.5%	-1.1%	-2.7%	0.4%
O=C(CCl)Nc1cc2[nH]c(=O)[nH]c2cc1Br
    6.8	0.2%	0.4	-15.3%	1.7	11.8	-8.2	12.5%	-2.9%	2.3%	-7.9%
Cc1ccc(NC(=O)c2ccco2)cc1C
    -3.6	-0.8%	?	-1.1%	-1.5	8.4	0.4	1.8%	-1.6%	-30.4%	0.1%
O=C(CSc1nc2ccccc2c(=O)n1-c1ccccc1F)NC1CCS(=O)(=O)C1 (stereo not given)
    0.9	0.1%	-3.5	.	-6.0	-1.2	.	.	3.2%	.	.
O=C(Nc1nc2ccccc2n1Cc1ccc(Cl)cc1)c1ccco1
    -1.0	0.0%	5.3	?	4.5	-35.2	-4.3	10.6%	-1.5%	-0.5%	-0.2%
COCc1cc(C)nc(OCC(=O)N/N=C/c2ccccc2)c1C#N
    3.6	0.2%	7.4	-4.4%	3.3	-1.9	-1.5	15.7%	0.6%	-0.7%	-0.1%

# Screening data from PubChem BioAssay.
